# RBX1-CUL1 inh = inhibitors of human ROC1-CUL1 ubiquitin ligase activity; in vitro K48 di-Ub FRET, acceptor:donor ratio, 45 min; AID 1347404, 2020; inhibition, % at 10 µM; actives 0.6% (n = 140,000); E3 ubiquitin-protein ligase RBX1 (Homo sapiens) + Cullin-1 (Homo sapiens), P62877+Q13616; in the data active means inhibition above about 25%
# Target sequence (P62877 whole entry, looked up): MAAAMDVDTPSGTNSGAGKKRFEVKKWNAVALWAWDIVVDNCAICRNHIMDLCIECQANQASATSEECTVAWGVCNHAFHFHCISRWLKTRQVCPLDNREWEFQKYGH
# Target sequence (Q13616 whole entry, looked up): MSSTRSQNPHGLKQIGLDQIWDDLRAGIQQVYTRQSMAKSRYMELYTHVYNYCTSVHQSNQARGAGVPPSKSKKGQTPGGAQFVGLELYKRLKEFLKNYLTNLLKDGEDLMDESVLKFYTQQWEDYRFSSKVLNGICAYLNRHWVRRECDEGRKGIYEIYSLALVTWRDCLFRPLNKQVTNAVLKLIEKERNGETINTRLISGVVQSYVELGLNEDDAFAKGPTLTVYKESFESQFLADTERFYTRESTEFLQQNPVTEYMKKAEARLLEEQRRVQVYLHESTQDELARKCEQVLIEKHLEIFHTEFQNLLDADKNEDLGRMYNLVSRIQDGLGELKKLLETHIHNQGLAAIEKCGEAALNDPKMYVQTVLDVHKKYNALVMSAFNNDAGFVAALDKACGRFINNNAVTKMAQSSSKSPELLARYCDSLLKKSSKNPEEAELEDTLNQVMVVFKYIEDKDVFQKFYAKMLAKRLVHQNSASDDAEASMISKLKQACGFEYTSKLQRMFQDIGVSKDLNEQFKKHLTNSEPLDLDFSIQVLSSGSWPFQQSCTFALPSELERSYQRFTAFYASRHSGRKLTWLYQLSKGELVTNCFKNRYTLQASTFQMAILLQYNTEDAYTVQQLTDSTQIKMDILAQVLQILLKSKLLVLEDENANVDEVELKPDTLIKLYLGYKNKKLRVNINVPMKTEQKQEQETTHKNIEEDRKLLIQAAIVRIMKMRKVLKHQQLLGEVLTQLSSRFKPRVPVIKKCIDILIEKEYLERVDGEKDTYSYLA
# An asterisk follows results filed as active; & = joins results of further samples. These rows are one share of the data (hit frequency here may not be typical).
RBX1-CUL1 inh,Structure
1,COc1cccc(-c2nc(SC(C(C)=O)C(=O)N(C)C)c3c(=O)n(C)c(=O)n(C)c3n2)c1 (stereo not given)
3,OCCN1CCN(C2Cc3cc(Cl)ccc3Sc3sccc32)CC1 (stereo not given)
-1,Cc1cc(C)cc(NC(=O)CCc2nnc3n(C)c(=O)c4sccc4n23)c1
1,CCOC(=O)N1CCN(C(=O)c2ccc(N3CCC(NCc4cnc5ccccn45)CC3)cc2)CC1
-10,CCCCn1c(NCc2ccc(N(CC)CC)cc2)nc2ccccc21
-3,O=C(NN=C1CCCCC1)c1n[nH]c2c1CCCC2
-7,O=c1nc2n(-c3ccccc3)nc(-c3ccccc3)n2nc1Cc1ccc(Cl)cc1
-19,O=[N+]([O-])c1cc2nsnc2c2nsnc12
1,COc1ccc2nc(N(Cc3cccnc3)C(=O)C3CCCCC3)sc2c1
1,CC(C)c1ccc(CN(C(=O)c2cc3ccccc3oc2=O)C2CCS(=O)(=O)C2)cc1 (stereo not given)

RBX1-CUL1 inh,Structure
0,COc1ccc(S(N)(=O)=O)cc1C(=O)NCc1ccccc1
0,CCC(Sc1nnc2c3ccccc3n(CC)c2n1)C(=O)Nc1ccc(NC(C)=O)cc1 (stereo not given)
-2,CCc1cccc(C)c1Nc1c(-c2ccc(F)cc2)nc2sccn12
4,CCOc1ccc(C(=O)Nc2ccc(S(=O)(=O)N(Cc3ccccc3)c3ccccc3)cc2)cc1
-4,COc1ccc(N2C(=O)CCSC23C(=O)N(CN2CCOCC2)c2ccccc23)cc1 (stereo not given)
5,Cc1cc(C)c2nc(N3C(=O)C(=O)C(C(=O)c4cc5ccccc5o4)C3c3ccc(O)cc3)sc2c1 (stereo not given)
0,Cc1ccc(S(=O)(=O)CNC(=O)C2c3ccccc3C(=O)N2Cc2cccs2)cc1 (stereo not given)
-2,NS(=O)(=O)NC(=O)C1C2C=CC(C2)C1C(=O)O (stereo not given)
9,Cc1cc2n(nc1C)c1ccccc1[n+]2Cc1ccc(C(=O)[O-])cc1
16,O=C(CCCCCNC(=O)c1ccccc1Br)N/N=C\c1c[nH]c2ccccc12

RBX1-CUL1 inh,Structure
3,Cc1ccc(C)c(N2CCN(CCCNC(=O)c3cnn(-c4cccc(Cl)c4)c3C3CCN(C(=O)OC(C)(C)C)CC3)CC2)c1
-2,COc1cc(NC(=O)CSc2ccc(Cl)cc2)ccc1NC(=O)COc1ccccc1
0,Cn1c(=O)c2[nH]c(N3CCN(Cc4ccc5c(c4)OCO5)CC3)nc2n(C)c1=O
4,NC(=O)COc1cccc(/C=C2/SC(=Nc3cccc(C(=O)O)c3)NC2=O)c1
-4,O=C(c1ccc2c(c1)no[n+]2[O-])N1CCCC(N2CCN(c3ccc(F)cc3)CC2)C1 (stereo not given)
-15,O=C(Cn1c(=O)n(Cc2ccco2)c(=O)c2oc3ccccc3c21)Nc1ccc(F)cc1F
8,COc1cccc(-c2ccccc2NC(=O)C2CCN(CC(C)C)CC2)c1
5,O=C(Oc1ccc2ccccc2c1)c1ccccc1Cl
-3,COCCNC(=O)c1cnsn1
-4,Cc1ccc(-n2nc3c(N4CCC(C(=O)NC(C)C)CC4)nnc(C)c3c2C)cc1

RBX1-CUL1 inh,Structure
6,C/C(=N\OCCCN(C)C)c1ccc(SC(C)C)cc1
-3,Cc1ccc2c(c1)cc1c(=O)n(CC(=O)NC3CCCCC3)nc(C)n12
-3,Cc1ccc(S(=O)(=O)NNC(=O)c2cccc(O)c2)cc1
5,CCCOc1ccc(-c2csc3ncn(Cc4ccc(C(=O)O)cc4)c(=O)c23)cc1
3,CC1(C)CC(=O)C2=C(C1)OC1=C(C(=O)CC(C)(C)C1)C2c1cc2ccccc2[nH]c1=O
4&12,CCN1CCN(Cc2c(O)ccc3c(=O)c(Oc4ccccc4C(C)C)c(C(F)(F)F)oc23)CC1
8,Cn1nnnc1SCCCNCc1cccc(OCc2ccccc2)c1
8,O=C(NC(=S)Nc1cc([N+](=O)[O-])cc(Cl)c1O)c1ccc(Cn2cc(Br)cn2)cc1
0,Cc1cc(C)cc(NC(c2cccc(Cl)c2)c2nnc(-c3ccccc3)o2)c1 (stereo not given)
6,Cc1ccccc1Cn1c(SCc2ccc(C(=O)NCCc3ccccc3)cc2)nc2ccncc21

RBX1-CUL1 inh,Structure
7,CC(C)c1ccc(NC(=O)CSc2nc3ccccc3nc2Cc2ccccc2)cc1
1,O=[N+]([O-])c1cccc(/C=N/Nc2nc(Nc3cccc4ccccc34)nc(N(c3ccccc3)c3ccccc3)n2)c1
-2,Cc1ccccc1NC(=O)c1cnoc1C
-12,O=C(CCCSc1nc(-c2ccco2)cc(C(F)(F)F)n1)Nc1ccc2c(c1)OCO2
11,CC(=O)Oc1c(C(=O)c2nnc(C)o2)c(=O)n2c3c(cccc13)CCC2
-2,CCOc1ccc(C2C(C(=O)c3ccc(OC)c(C)c3)C(=O)C(=O)N2CCN(CC)CC)cc1OC (stereo not given)
2,O=C(Nc1ccccc1F)c1nc(S(=O)(=O)Cc2ccccc2F)ncc1Cl
6,Cc1ccc(CN2CCC(CN(C)Cc3nccn3C)CC2)o1
10,CCCCOc1ccccc1NC(=O)C1CC1
-5,CN1CCN(CCC(=O)NCc2ccccc2)CC1

RBX1-CUL1 inh,Structure
-2,CN(C)c1ncccc1CNCc1nc2ccccc2n1C
-4,CC(=O)Nc1ccc(NS(=O)(=O)c2ccc(C)cc2C)cc1
0,Cc1cc2c(cc1CNCc1cccnc1N(C)C)OCO2
-3,CCn1cc(/C=C2\CCC/C(=C\c3cn(CC)nc3C)C2=O)c(C)n1
3,O=C(c1cc(Cl)ccc1Cl)N1CCN(Cc2ccco2)CC1
-7,Cc1ccccc1CN1CCc2nc(Nc3ccc4c(c3)OCCO4)ncc2C1
-6,CC(=O)Nc1cccc(NC(=O)CN2C(=O)CCSc3ccccc32)c1
-4,CC(C)(C)c1ccc(C(=O)NNC(=O)CCCCC(=O)NNC(=O)c2ccc(C(C)(C)C)cc2)cc1
-1,Cc1c(Cl)cccc1NC(=O)CSc1nnc(NC(=O)c2ccc(Cl)cc2Cl)s1
4,Cc1nnsc1C(=O)N(C)c1ccc(Oc2ccccc2)cc1

RBX1-CUL1 inh,Structure
-10,CCc1ccccc1NC(=O)C(CC)Oc1ccccc1-c1nnc(-c2ccccc2)o1 (stereo not given)
-15,O=C1C(=Nc2ccc(Cl)c(Cl)c2)CC(=NS(=O)(=O)c2ccc(Cl)cc2)c2ccccc21
4,O=C(N/N=C/c1ccc([N+](=O)[O-])s1)c1ccccc1[N+](=O)[O-]
18,C=CCN1C(=O)C2(OCCCO2)c2cc(C)cc(C)c21
3,COCC1CCN(c2nncc(-c3cc(OC)c(OC)c(OC)c3)n2)C1 (stereo not given)
0,CCS(=O)(=O)Nc1ccccc1O
-6,CCc1ccc(NC(=O)CCS(=O)(=O)c2cc3c(cc2Cl)NC(=O)CO3)cc1
1,CC(C)Oc1ccc(C(=O)Nc2ccc(-c3nc4ccccc4s3)cc2)cc1
3,OCCCCCNc1ncnc2sc3c(c12)CCCC3
2,Cc1nonc1NC(=O)OCCN1CCOC1=O

# Quoted at random: two entries already listed
RBX1-CUL1 inh,Structure
1,CC(C)Oc1ccc(C(=O)Nc2ccc(-c3nc4ccccc4s3)cc2)cc1
3,OCCCCCNc1ncnc2sc3c(c12)CCCC3

# Going on with the list.
RBX1-CUL1 inh,Structure
4,CN(C)S(=O)(=O)c1cc(S(=O)(=O)N(C)C)c2cccc3c2c1NC3=O
13,Cc1cc(O)ccc1Nc1nnc(C)c(=O)[nH]1
-11,COc1cccc(-c2nc(SCC(=O)NC3CCCC3)c(-c3ccc(F)cc3)[nH]2)c1
-4,Cc1cc(C)cc(Nc2cc(C)nc3nncn23)c1
4,CCc1ccccc1NC(=O)Cn1nc(CC)n2c(cc3sccc32)c1=O
8,Nc1c(C(=O)c2ccc(Cl)cc2)sc2nc3c(cc12)CCCCCC3
11,Cc1nc2nc(N)nc(OC(C)C)c2nc1C
8,CCCSCCCNC(=O)C1CCN(C(=O)c2cnn(-c3ccccc3)c2-n2cccc2)CC1
10,CC(C)N1CCN(c2ccncc2S(=O)(=O)N2CCCCC2)CC1
1,CCc1nnc2c(Nc3ccc(N(CC)CC)cc3C)nc3ccccc3n12

# Laid out differently: entries from further up
compound: CN(C)c1ncccc1CNCc1nc2ccccc2n1C
  RBX1-CUL1 inh: -2
compound: CC(=O)Nc1ccc(NS(=O)(=O)c2ccc(C)cc2C)cc1
  RBX1-CUL1 inh: -4
compound: Cc1cc2c(cc1CNCc1cccnc1N(C)C)OCO2
  RBX1-CUL1 inh: 0
compound: CCn1cc(/C=C2\CCC/C(=C\c3cn(CC)nc3C)C2=O)c(C)n1
  RBX1-CUL1 inh: -3

# Additional records.
RBX1-CUL1 inh,Structure
-18,CCC(C)C(=O)Nc1ccccc1 (stereo not given)
-4,CCc1nc(NC(=O)NCc2cccc(C(F)(F)F)c2F)nn1C
8,CC1(C)OC[C@@H]2OC(COC(c3ccccc3)(c3ccccc3)c3ccccc3)C(O)[C@@H]2O1 (stereo not given in full)
-5,CCOc1ccccc1NC(=O)CN(Cc1ccc(Cl)cc1)S(=O)(=O)c1ccccc1
-7,O=[N+]([O-])c1ccc(/C=N/n2c(-c3ccncc3)n[nH]c2=S)o1
-8,CCN(CC)c1ccc(NC(=O)CN2CCN(CC(=O)Nc3ccccc3OC)CC2)cc1
-3,COc1ccc(S(=O)(=O)N2CCC(C(=O)Nc3ccc(Oc4ccccc4)cc3)CC2)cc1
-7,COc1ccc2c(c1)CC(C(=O)Nc1ccc(OC)cc1OC)CO2 (stereo not given)
-2,O=C(Oc1ccccc1C(=S)N1CCOCC1)c1cccc2ccccc12
-2,Cc1ccc2nc(-c3ccccc3OC(C)C)cc(C(=O)O)c2c1

# Structures listed so far that have a furan ring, fused or not:
RBX1-CUL1 inh,Structure
5,Cc1cc(C)c2nc(N3C(=O)C(=O)C(C(=O)c4cc5ccccc5o4)C3c3ccc(O)cc3)sc2c1 (stereo not given)
-15,O=C(Cn1c(=O)n(Cc2ccco2)c(=O)c2oc3ccccc3c21)Nc1ccc(F)cc1F
-12,O=C(CCCSc1nc(-c2ccco2)cc(C(F)(F)F)n1)Nc1ccc2c(c1)OCO2
6,Cc1ccc(CN2CCC(CN(C)Cc3nccn3C)CC2)o1
3,O=C(c1cc(Cl)ccc1Cl)N1CCN(Cc2ccco2)CC1
-7,O=[N+]([O-])c1ccc(/C=N/n2c(-c3ccncc3)n[nH]c2=S)o1

# New compounds follow
RBX1-CUL1 inh,Structure
-3,COc1ccc(/C=C2\CCCC3C2=NC(=S)NC3c2ccc(OC)c(OC)c2)cc1OC (stereo not given)
4,CC(C)N(Cc1ccccc1)C(=O)C1CCCN(c2ncnc3onc(-c4ccc(F)cc4)c23)C1 (stereo not given)
4,Cc1ccccc1N1CCN(S(=O)(=O)c2nnc(NC(=O)c3ccccc3)s2)CC1
0,C(=C(\Cn1nc(-c2ccccc2)c(-c2ccccc2)c1-c1ccccc1)c1ccccc1)/c1ccccc1
-2,CC(C)Oc1ccccc1C(=O)Nc1ccccc1
1,O=C(Nc1ccc(S(=O)(=O)Nc2ncccn2)cc1)c1cc(=O)c2ccccc2o1
-1,CCCCNC1=NS(=O)N=C1Nc1ccc(Cl)c(Cl)c1 (stereo not given)
-13,COc1ccc(CNC(=O)c2cc3ccccn3n2)cc1OC
45*,CCCN1C(=O)/C(=C\c2ccc(-c3cc(C(=O)O)ccc3C)o2)C(=O)N(c2ccccc2)C1=S
-4,COc1ccc(-c2cc(-c3ccccc3)nc3sc(C(=O)Nc4cc(Cl)ccc4OC)c(N)c23)cc1
-9,COc1ccc(N2CCN(c3ccc(-n4cn[nH]c4=O)cc3)CC2)cc1
-1,COC(=O)c1ccc(NC(=O)COc2ccc(Cl)cc2Br)cc1

# Five entries from above, sorted by their value in RBX1-CUL1 inh, falling:
RBX1-CUL1 inh,Structure
1,O=C(Nc1ccc(S(=O)(=O)Nc2ncccn2)cc1)c1cc(=O)c2ccccc2o1
0,C(=C(\Cn1nc(-c2ccccc2)c(-c2ccccc2)c1-c1ccccc1)c1ccccc1)/c1ccccc1
-1,COC(=O)c1ccc(NC(=O)COc2ccc(Cl)cc2Br)cc1
-4,COc1ccc(-c2cc(-c3ccccc3)nc3sc(C(=O)Nc4cc(Cl)ccc4OC)c(N)c23)cc1
-9,COc1ccc(N2CCN(c3ccc(-n4cn[nH]c4=O)cc3)CC2)cc1
